Source: PubChem BioAssay
HEK293 NOD2/NF-kB: inhibition of NOD2-driven NF-kB reporter – cell-based, luminescence, uHTS, HEK293 (AID 1566). HEK293 NOD2/NF-kB luciferase reporter, luminescence; higher % means a stronger effect. one-dose inhibition, % at 4 µM; EC50 in µM for titrated hits. actives 0.63% (n = 290,000); also: many of its hits are not listed in these tables
TNAP activators: stimulation of alkaline phosphatase TNAP activity – biochemical, luminescent, no phosphate acceptor, uHTS, primary screen (AID 1001) | activation fold at 20 µM; hits with a dose series show EC50 in µM | actives 0.03% (n = 200,000) | purified TNAP, luminescent activation assay, no phosphate acceptor; higher activation fold means a stronger effect; in the data active = activation fold from about 3, or a potency from the dose series; inactive = the rest, 99 in 100 with activation fold below about 1.6; also: many of its hits are not listed in these tables
KOR beta-arrestin-1: kappa opioid receptor activators – cell-based, luminescence, uHTS, primary screen (AID 1777) | actives 0.02% (n = 280,000) | KOR beta-arrestin recruitment, luminescence; higher % means a stronger effect | activation, % at 10 µM; hits with a dose series show EC50 in µM; in the data active = activation above about 50%, passing the limit was not always enough; also: a part of the inactive calls stands beside numbers as strong as those of hits
KOR beta-arrestin-2: KOR antagonists, beta-arrestin recruitment, cell-based, luminescence, uHTS (AID 1778); KOR beta-arrestin recruitment, luminescence, antagonist mode; higher % means a stronger effect; inhibition, % at 10 µM; hits with a dose series show IC50 in µM; actives 0.091% (n = 290,000); also: strong numbers were not always called active
NOD1 NF-kB reporter: NOD1 signaling inhibitors, primary screen, cell-based, luminescence, uHTS (AID 1578); NOD1-driven NF-kB luciferase reporter cells, luminescence; higher % means a stronger effect; inhibition, % at 4 µM, or EC50 in µM where a hit was titrated; actives 1% (n = 290,000); in the data active = inhibition mostly above about 36%, no sharp cut-off; inactive = mostly below about 34%;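 also: HEK-293T reporter cells stimulated with the NOD1 agonist gamma-tri-DAP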
ER stress rescue: rescue of cells from ER stress-induced death, primary screen, 384-well, CSM14.1, thapsigargin, ATP luminescence (AID 1222); CSM14.1 thapsigargin-induced death rescue, ATP luminescence; higher % means a stronger effect; cellular ATP content (survival), % at 20 µM, or EC50 in µM where a hit was titrated; 190,000 tested, under 10 active;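 active = EC50 below 50 µM in the dose-response confirmation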;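 also: death triggered by thapsigargin at about 15 µM added after 2 h compound pretreatment; cell ATP read after overnight thapsigargin exposure of roughly 18 to 22 hours; normalized against plate controls of thapsigargin alone and 5% DMSO vehicle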
GPR55 beta-arrestin: selective activators of receptor GPR55 – imaging, U2OS cells, beta-arrestin-GFP redistribution, primary screen (AID 1961) | U2OS GPR55 beta-arrestin-GFP redistribution imaging; higher % means a stronger effect | activation, % at 10 µM, or EC50 in µM where a hit was titrated | actives 0.048% (n = 290,000);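 active = activation above 40% with more than 50 cells counted in the well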;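 also: U2OS osteosarcoma cells stably expressing GPR55 and beta-arrestin-GFP; plate controls were DMSO negative control for no effect and LPI positive control for full effect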
Yfh1-depleted yeast: enhancers of respiration in Yfh1-depleted yeast, dose response, Friedreich's ataxia, plus single-dose screen (AID 1465). S. cerevisiae Yfh1-off respiration, WST-1 reduction, 72 h; higher fold induction means a stronger effect. actives 0.074% (n = 220,000). fold induction at 50 µM; hits with a dose series show EC50 in µM;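 active = fold induction of absorbance versus untreated yeast above a set limit, then at least 30% activation at any dose in follow-up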;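 also: activators that raise dye reduction in frataxin-depleted yeast; strong numbers were not always called active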
NTR1 ag: NTR1-driven beta-arrestin-GFP spot formation – imaging, U2OS cells, high content, primary screen (AID 493036); agonist mode; actives 0.17% (n = 330,000); activation, % at 20 µM;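 active = activation at or above 40% of the spot to cytoplasm intensity ratio, with at least 20 cells analyzed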;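 also: 0% = DMSO without peptide and 100% = 100 nM NTR1 peptide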
Target sequence (P30989 whole entry, looked up): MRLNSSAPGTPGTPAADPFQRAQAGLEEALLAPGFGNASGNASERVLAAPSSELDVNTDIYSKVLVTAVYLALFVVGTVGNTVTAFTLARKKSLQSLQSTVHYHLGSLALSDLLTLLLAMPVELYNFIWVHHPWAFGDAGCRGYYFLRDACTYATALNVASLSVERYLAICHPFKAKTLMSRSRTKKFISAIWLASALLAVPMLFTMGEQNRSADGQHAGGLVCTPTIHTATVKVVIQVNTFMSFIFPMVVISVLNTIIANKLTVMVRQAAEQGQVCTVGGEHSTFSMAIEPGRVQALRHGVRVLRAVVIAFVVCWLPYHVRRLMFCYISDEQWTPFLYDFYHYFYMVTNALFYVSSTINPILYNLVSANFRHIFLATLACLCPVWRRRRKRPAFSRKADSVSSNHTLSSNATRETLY
NTR1 ag cell count 20 µM: second read-out of NTR1 ag, no call of its own (marks repeat the call); cell count; measured here: cell count, cytotoxicity flag
* marks the source's active call; other numbers are inactive results; i = inactive; · = no result given; [ ] = remark or other dose. Rule as the data show it, unless noted: active = inhibition above about 50%; inactive = the rest.

SMILES	HEK293 NOD2/NF-kB	TNAP activators	KOR beta-arrestin-1	KOR beta-arrestin-2	NOD1 NF-kB reporter	ER stress rescue	GPR55 beta-arrestin	Yfh1-depleted yeast	NTR1 ag	NTR1 ag cell count 20 µM
CN(C)S(=O)(=O)c1ccc(Cl)c(C(=O)Nc2nc3ccccc3[nH]2)c1	-4%	1.3	0.1%	0%	-22%	0.0%	-0.2%	i	-0.5	37
Cc1ccccc1NC1=C(Cl)C(=O)OC1OC(C)C (configuration not stated)	19%	1	-2.6%	-2%	17%	4.4%	0.0%	i	0.9	79
CCN(CC)C(=O)CN1C(=O)C2(OCC(C)(c3ccccc3)CO2)c2ccccc21 (configuration not stated)	14%	1.1	1.9%	-12%	2%	-2.7%	-0.1%	i	2.7	43
Cc1c(C2Nc3ccccc3C(=O)N2O)cnn1C (configuration not stated)	7%	1	-4.0%	-29%	-26%	-1.3%	1.0%	i	4.4	67
O=C(COc1ccc2c3c(c(=O)oc2c1)CCCC3)NCCCN1CCOCC1	21%	·	-3.8%	-19%	2%	·	0.3%	·	0.8	56
CC(=O)N1N=C(c2cccs2)CC1c1ccc(Br)cc1 (configuration not stated)	-17%	·	-1.7%	8%	-8%	·	0.2%	·	1.8	74
CC(C)C(c1nnnn1Cc1ccc(F)cc1)N1CCN(Cc2ccc3c(c2)OCO3)CC1 (configuration not stated)	-12%	1.1	-2.0%	15%	-24%	1.1%	-0.2%	i	-1.8	50
N#Cc1nc(-c2cccs2)oc1N1CCN(Cc2ccccc2)CC1	2%	1	-1.4%	25%	-8%	-1.6%	0.2%	i	3.0	55
COc1cc2ccccc2cc1C(=O)Nc1ccc2oc(=O)ccc2c1	12%	·	2.4%	-19%	46%	·	0.0%	·	3.0	58
Cc1ccc(S(=O)(=O)NNC(=O)C2CCN(S(=O)(=O)c3ccc(C)cc3)CC2)cc1	16%	1.1	0.3%	-10%	5%	0.0%	0.2%	i	0.0	95
CCC(C)(NC(=O)c1ccccn1)C(=O)NC1CCCCC1 (configuration not stated)	7%	1.1	1.5%	-20%	14%	1.1%	0.0%	i	-0.3	43
CCCc1cc(=O)oc2cc(C)cc(OC(C)C(=O)NCC3CCC(C(=O)O)CC3)c12 (configuration not stated)	10%	·	-4.0%	-7%[20 µM]	-9%	·	-0.2%	·	-1.0	97
Cn1c(CSc2ccccc2)c(C#N)c2ccccc21	-32%	1	-1.4%	-4%	-8%	-0.9%	-0.3%	i	5.0	51
Cc1c(C)n(Cc2ccccc2)c2ncnc(NCCCO)c12	-18%	·	-4.1%	18%	-10%	·	0.3%	·	-1.5	81
Cc1csc(NC(=O)c2c(O)c3cccc4c3n(c2=O)CCC4)n1	12%	1.1	2.9%	-2%	-2%	-2.7%	0.3%	·	·	·
COc1ccc(C2CC(=O)c3cnc(N)nc3C2)c(OC)c1 (configuration not stated)	6%	1	-4.9%	-12%	-33%	0.2%	0.1%	i	·	·
Oc1ccc2c(c1)C1CCCC1(N1CCOCC1)O2 (configuration not stated)	9%	1	-2.7%	12%	-10%	·	0.3%	i	5.3	80
CCC(=O)Nc1ccc2c(c1)ncn2-c1ccccc1OC	-16%	1.1	-3.7%	-26%	-16%	-3.0%	0.6%	i	1.5	60
CCCCOc1ccc(N(CC(=O)NCC2CCCO2)C(=O)CCC(=O)Nc2cc(C)ccn2)cc1 (configuration not stated)	-10%	1.1	0.4%	-19%	-14%	-0.3%	-0.4%	i	-3.1	95
CC(C)Oc1ccc(-c2nn(-c3ccccc3)cc2/C=c2\sc3ncnn3c2=O)cc1	-5%	1.1	-1.0%	-56%	4%	·	-0.1%	·	11	52
ONC(=Nc1ccc(Cl)cc1)c1ccccc1	13%	1.1	-1.6%	-27%	-6%	-2.0%	1.1%	i	-2.3	78
COc1ccc(CN2C(=O)c3cccnc3C2=O)cc1S(=O)(=O)N(C)Cc1ccco1	11%	·	2.2%	-28%	-20%	·	-0.2%	·	-0.1	64
CCOC(=O)c1cnn(-c2ccccc2)c1NC(=O)CN1CCCCC1	-4%	·	-2.2%	18%	-8%	·	-0.2%	i	-0.1	47
O=C(/C=C/c1ccc(Cl)c([N+](=O)[O-])c1)c1cccnc1	2%	1	-3.3%	38%[20 µM]	-28%	0.0%	-0.1%	i	50*	51*
COCC(C)Nc1ccc(S(=O)(=O)N2CCCC2)cc1[N+](=O)[O-] (configuration not stated)	5%	1	-2.7%	16%	-18%	-1.0%	0.1%	i	0.5	54
O=C1/C(=N\S(=O)(=O)c2cccs2)C([n+]2cccc(Cc3ccccc3)c2)=C([O-])c2ccccc21	33%	·	-2.3%	16%	-4%	·	0.0%	i	10	42
CC1CCC(NC(=O)CCS(=O)(=O)c2ccc3c(c2)CCN3C(=O)C2CC2)CC1 (configuration not stated)	19%	·	1.7%	-18%	-20%	·	0.2%	·	0.1	53
CCN(CC)S(=O)(=O)c1ccc2c(c1)nc(CCC(=O)Nc1ccc(N3CCOCC3)cc1)n2C	8%	1.1	-15%	-12%	-22%	0.2%	-0.1%	i	0.8	52
COc1ccc(-c2cn(-c3ccc(OC)cc3)c3[n+]2-c2ccccc2CC3)cc1	23%	1.1	9.1%	16%	20%	-2.8%	-0.1%	i	2.6	56
Cc1cc(C)cc(C(=O)NCC(=O)OCC(=O)Nc2cccnc2Cl)c1	24%	1.1	-2.4%	14%	-9%	0.0%	-0.7%	i	0.7	37
Cc1ccc(N2CCN(C(=O)c3cc(C(=O)c4ccccc4C)c[nH]3)CC2)c(C)c1	10%	1	5.2%	21%[20 µM]	-16%	-2.7%	-0.1%	i	8.5	54
CCOC(=O)c1c(CN(C)C)n(-c2ccccc2)c2cc(Br)c(OC)cc12	13%	1	1.6%	·	-8%	-6.5%	-0.2%	i	2.9	54
CCc1ccccc1-n1c(SCC(=O)N2CCCC2)nnc1-c1ccccn1	6%	1.1	0.0%	-2%	-7%	-0.2%	-0.2%	i	1.4	56
CC(C)CSc1n[nH]c(=S)s1	-56%	1.1	-3.7%	8%	-31%	0.9%	0.9%	i	3.2	61
CCNC(=S)N(Cc1cc2cc(C)c(C)cc2[nH]c1=O)C1CCCC1	18%	1	·	7%[20 µM]	-35%	5.4%	-0.1%	i	9.1	25
O=C(CSc1nnc(NC(=O)C2CC(=O)N(c3ccc(F)cc3)C2)s1)NCC1CCCO1 (configuration not stated)	-11%	·	6.1%	-12%	-12%	·	-0.1%	·	0.0	60
Cc1cccc(CC2S/C(=N/c3cccc(C)n3)NC2=O)c1 (configuration not stated)	11%	·	0.6%	-4%	2%	·	-0.1%	i	2.9	70
Cc1ccc(NS(=O)(=O)Cc2ccccc2)cc1Cl	-4%	·	2.0%	-1%	-27%	·	-0.2%	·	1.2	58
Cc1ccc(C(OC(=O)c2ccco2)C(=O)NC(C)(C)C)cc1 (configuration not stated)	2%	·	0.1%	7%[20 µM]	-27%	·	-0.3%	·	0.2	66
CC(NC(=O)COc1cccnc1[N+](=O)[O-])c1ccc(Cl)cc1 (configuration not stated)	1%	·	0.0%	-1%	-34%	·	0.2%	·	0.8	34
O=C(NC(=S)Nc1ccc(S(=O)(=O)N2CCCCCC2)cc1)c1cccs1	5%	0.8	8.8%	-19%	0%	0.9%	-0.4%	i	6.5	49
Cc1cc(C)cc(-n2c(C)cc(/C=N/NC(=O)CN(c3c(C)cccc3C)S(C)(=O)=O)c2C)c1	19%	1.4	-2.1%	-1%	13%	1.4%	-0.2%	i	6.2	56
COc1ccc(C(=O)C2CCCN(C(=O)c3noc4c3CCCC4)C2)cc1F (configuration not stated)	19%	1	-4.3%	10%	-2%	2.7%	0.0%	i	-0.3	55
CCN(CC)C(=O)CN(Cc1ccccc1)S(=O)(=O)c1ccc(F)cc1	-11%	1.1	-2.0%	-14%	-9%	-0.4%	0.2%	i	-0.4	40
CCCCn1c(=O)[nH]c(=O)c2c1nc(-c1ccc(-c3ccc(F)cc3)o1)n2C	4%	·	3.6%	-6%	-11%	·	0.4%	i	8.3	77
Cc1ccc(S(=O)(=O)N2CCCc3cc(NC(=O)c4c(F)cccc4F)ccc32)cc1	23%	·	8.2%	-46%	9%	·	-0.1%	·	-0.9	45
COc1ccc(NC(=O)CSc2nnc(Cc3cccn3C)n2-c2ccc(C)cc2)cc1OC	18%	1.1	2.5%	-2%	-18%	-0.4%	-0.1%	i	0.1	57
COc1ccccc1Cn1nnc2c(=O)[nH]c(C3CCN(C(=O)c4ccc(C)cc4)CC3)nc21	10%	1.1	2.4%	-9%	7%	-2.5%	-0.1%	·	0.7	32
COc1cccc2cc(CC(=O)c3ccc(C)cc3C)c(=O)oc12	-27%	·	-5.5%	-10%	-6%	·	0.7%	·	2.6	92
CS(=O)(=O)N(CC(=O)N1CCCCCC1)Cc1ccc(Cl)cc1	9%	1.1	0.7%	-14%	-20%	0.2%	-0.1%	i	3.1	68
N#Cc1nc(COc2ccccc2Cl)oc1N1CCCC1	14%	1.2	·	-19%[20 µM]	-20%	-0.6%	-0.1%	i	0.2	46
CCOC(=O)C1CCN(C(=O)COc2ccc(S(=O)(=O)NC(C)C)cc2)CC1	10%	1.1	2.7%	12%	-8%	0.2%	-0.2%	i	3.2	52
O=C(Nc1ccc(NC(=O)C2CCCCC2)cn1)c1ccco1	-194%	1	-10%	-16%	21%	-4.7%	-0.2%	i	3.1	53

Five structures already listed, arranged by SMILES length, falling.
SMILES	HEK293 NOD2/NF-kB	TNAP activators	KOR beta-arrestin-1	KOR beta-arrestin-2	NOD1 NF-kB reporter	ER stress rescue	GPR55 beta-arrestin	Yfh1-depleted yeast	NTR1 ag	NTR1 ag cell count 20 µM
Cc1ccc(S(=O)(=O)N2CCCc3cc(NC(=O)c4c(F)cccc4F)ccc32)cc1	23%	·	8.2%	-46%	9%	·	-0.1%	·	-0.9	45
COc1ccc(NC(=O)CSc2nnc(Cc3cccn3C)n2-c2ccc(C)cc2)cc1OC	18%	1.1	2.5%	-2%	-18%	-0.4%	-0.1%	i	0.1	57
O=C(NC(=S)Nc1ccc(S(=O)(=O)N2CCCCCC2)cc1)c1cccs1	5%	0.8	8.8%	-19%	0%	0.9%	-0.4%	i	6.5	49
COc1cccc2cc(CC(=O)c3ccc(C)cc3C)c(=O)oc12	-27%	·	-5.5%	-10%	-6%	·	0.7%	·	2.6	92
N#Cc1nc(COc2ccccc2Cl)oc1N1CCCC1	14%	1.2	·	-19%[20 µM]	-20%	-0.6%	-0.1%	i	0.2	46

These rows are one share of the data, so the mix of outcomes need not match the whole.
